# Bioassay records (PubChem)
# K1F lysis inhibition = inhibition of K1F phage lysis, E. coli UTI89, bacterial capsule biogenesis inhibitors, alamar blue (AID 488966) | E. coli UTI89 K1F phage lysis, alamar blue, 2 h; higher % means a stronger effect | inhibition, % at 100 µM, or IC50 in µM where a hit was titrated | hit rate 0.02% among 340,000;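 active = phage lysis inhibition, versus mean bacterial control, above a set limit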;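 note: capsule biogenesis inhibitors block K1F phage lysis so surviving cells raise fluorescence; higher fluorescence means more inhibition of phage lysis; actives were called in the ten point dose series up to 300 µM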
# Autophagy mod = autophagy modulation, high-content screen | hit rate 0.98% among 190,000 | AID 463193 | calls only at 10 µM (by protocol) | MEF GFP-LC3 puncta imaging; test concentration mostly 10 µM;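 active = percentage of spot-positive cells more than 3 SD above its plate mean, without a fluorescence outlier flag or 80% toxicity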;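 note: spot-positive cell cutoff set from DMSO-treated cells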
# P. falciparum M17LAP = P. falciparum M17LAP inhibitors, primary screen, biochemical, fluorogenic H-Leu-NHMec substrate, 1536-well (AID 1619). hit rate 0.38% among 220,000. recombinant M17LAP, H-Leu-NHMec fluorogenic kinetic assay; higher % means a stronger effect. one-dose inhibition, % at 30 µM; IC50 in µM for titrated hits;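 active = compound inhibiting the enzyme by more than half at any dose during confirmatory dose-response retesting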;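 note: plate controls were full reaction with DMSO carrier for no effect and no enzyme background for full effect; strong numbers were not always called active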
# Insulin prom up = MIN6 insulin promoter up-regulation; hit rate 0.3% among 190,000; z-score at 5 µM; MIN6 insulin promoter-GFP reporter, high-content imaging; active compounds read high;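 active = z-score above 3 at 5 µM with at least 500 cells counted in the well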
# b-catenin transl = beta-catenin nuclear translocation modulation. HeLa beta-catenin nuclear translocation, immunofluorescence imaging. nuclear translocation activity, % at 5 µM. hit rate 0.3% among 190,000. AID 1665;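 active = nuclear translocation activity above 50% at 5 µM, with a well cell count of 50 or more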;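 note: per-cell ratio of nuclear to cytoplasmic median beta-catenin stain intensity; plate controls were DMSO negative control for no effect and GSK-3 inhibitor IX positive control for full effect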
#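 System: Human HeLa cells, endogenous beta-catenin | Compound dosing: 5 µM primary, 0.02–20 µM confirmation | Timing: 24 h compound exposure at 37°C, 5% CO2 | Measured by: Fluorescence imaging of beta-catenin antibody stain plus DAPI | Read-out basis: % activation of per-cell nuclear versus cytoplasmic median beta-catenin signal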
# MT stabilizer = microtubule stabilization, imaging screen; AID 2205; HeLa tubulin immunostaining HCS, 24 h; share of cells brighter than vehicle mean+2SD; % tubulin-high responders, % at 10 µM; hit rate 0.83% among 200,000;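 active = plate Z-score above 3 for both tubulin-high and condensed-nucleus cell shares, with cell loss under 80%, at 10 µM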;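 note: anti alpha tubulin signal scored within the nucleus-defined area of each cell; some results filed as inactive read as strong as hits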
# ER stress rescue = rescue of cells from ER stress-induced death, primary screen, 384-well, CSM14.1, thapsigargin, ATP luminescence (AID 1222); CSM14.1 thapsigargin-induced death rescue, ATP luminescence; higher % means a stronger effect; cellular ATP content (survival), % at 20 µM; hits with a dose series show EC50 in µM; 190,000 tested, under 10 active;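 active = EC50 below 50 µM in the dose-response confirmation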;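 note: death triggered by thapsigargin at about 15 µM added after 2 h compound pretreatment; cell ATP read after overnight thapsigargin exposure of roughly 18 to 22 hours; normalized against plate controls of thapsigargin alone and 5% DMSO vehicle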
# M1AAP inhibition = P. falciparum M1AAP inhibitors, biochemical, fluorogenic H-Leu-NHMec substrate, 1536-well (AID 1445); recombinant M1AAP, H-Leu-NHMec fluorogenic kinetic assay; higher % means a stronger effect; one-dose inhibition, % at 30 µM; IC50 in µM for titrated hits; hit rate 0.42% among 220,000;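 active = primary inhibition above the hit cutoff, then over 50% inhibition at one or more dose response concentrations, cut at about 23% in these data, passing the limit was not always enough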;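 note: plate controls were DMSO full reaction for no effect and no enzyme background for full effect; strong numbers were not always called active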
# Dynein transport = blocks dynein driven cargo transport along microtubules; z-score, hits read low; 3617.4 mouse cells, GR-EGFP nuclear translocation imaging; test concentration mostly 20 µM; stimulated with dexamethasone, 1 µM; active compounds read low; hit rate 0.47% among 220,000; AID 1381;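 active = plate z-score of nuclear minus cytoplasmic receptor signal below a set negative limit, without overly bright fluorescence or cell loss, cut at about -3.5 in these data, passing the limit was not always enough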;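 note: z-score of nuclear minus cytoplasmic ring GR-EGFP intensity difference per well; some compounds called inactive have numbers as strong as hits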
#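 Buffer or medium: tet-free, stripped-serum medium; Also added: dexamethasone, 1.0 µM final; Technique: high-content fluorescence imaging after fixation; Times: 48 h induction, 1 h compound, 30 min dex at 37 °C; Read-out: per-cell GR-EGFP intensity, nucleus versus surrounding cytoplasmic ring, well-averaged.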
# Dynein transport cytoplasmic EGFP = second read-out of Dynein transport, no call of its own (marks repeat the call); z-score; measured here: cytoplasmic GR-EGFP intensity; active compounds read high
# Dynein transport nuclear GR-EGFP = second read-out of Dynein transport, no call of its own (marks repeat the call); z-score; measured here: nuclear GR-EGFP intensity;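 lower value marks the stronger effect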
# Dynein transport cell count = recorded beside Dynein transport, whose call it bears; z-score; measured here: cell count per field
# Insulin prom up cell count = second read-out of Insulin prom up, no call of its own (marks repeat the call); cell count; measured here: cytotoxicity, nuclei count;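 total cells summed across four imaged fields per well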
# b-catenin transl cell count 5 µM = recorded beside b-catenin transl, whose call it bears; cell count; measured here: cell count, cytotoxicity flag
# MT stabilizer Hoechst-high % = further read-out of MT stabilizer, marked with its call; % Hoechst-high responders; measured here: nuclear condensation Hoechst responders;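 share of cells brighter than vehicle mean plus two SD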
# MT stabilizer cytotoxicity % = further read-out of MT stabilizer, marked with its call; toxicity, %; measured here: cytotoxicity by cell density;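 0% = mean cell density of plate MIN control wells and 100% = no cells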
# Autophagy mod cell loss 18 h = further read-out of Autophagy mod, marked with its call; toxicity, %; measured here: cell loss, nuclei count;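 cell loss after 18 h compound exposure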
# Starred values were filed as active, the others as inactive; i = inactive; / = not tested or not shown; [ ] = dose if it differs, or a comment.
# The opening 3 compounds, ahead of the listing:
SMILES,K1F lysis inhibition,Autophagy mod,Autophagy mod cell loss 18 h,P. falciparum M17LAP,Insulin prom up,Insulin prom up cell count,b-catenin transl,b-catenin transl cell count 5 µM,MT stabilizer,MT stabilizer Hoechst-high %,MT stabilizer cytotoxicity %,ER stress rescue,M1AAP inhibition,Dynein transport,Dynein transport cytoplasmic EGFP,Dynein transport nuclear GR-EGFP,Dynein transport cell count
CCOc1cc(C(=O)Nc2nnc(CC)s2)ccc1OCC(=O)N1CCOCC1,0.1%,i,1,17%,0.77,1362,0.3,889,2.4,2.0,6.2,1.1%,6%,-0.95,-0.18,0.34,0.14
O=C(Cn1nnc(-c2ccc(CN3CCOCC3)cc2)n1)N(c1ccccc1)c1ccccc1,-0.3%,i,17,12%,/,/,-1.0,1003,2.3,2.0,7.1,1.5%,6%,0.067,-0.26,0.23,0.38
CCOc1ccc(NC(=O)N(CCC(C)C)C(C)c2ccco2)cc1 (stereo unspecified),0.8%[50 µM],i,11,9%,0.46,1382,1.5,1319,3.2,2.8,3.1,-0.6%,4%,-0.27,-0.41,-0.26,0.031

# The whole of this part, repeating the preview:
SMILES,K1F lysis inhibition,Autophagy mod,Autophagy mod cell loss 18 h,P. falciparum M17LAP,Insulin prom up,Insulin prom up cell count,b-catenin transl,b-catenin transl cell count 5 µM,MT stabilizer,MT stabilizer Hoechst-high %,MT stabilizer cytotoxicity %,ER stress rescue,M1AAP inhibition,Dynein transport,Dynein transport cytoplasmic EGFP,Dynein transport nuclear GR-EGFP,Dynein transport cell count
CCOc1cc(C(=O)Nc2nnc(CC)s2)ccc1OCC(=O)N1CCOCC1,0.1%,i,1,17%,0.77,1362,0.3,889,2.4,2.0,6.2,1.1%,6%,-0.95,-0.18,0.34,0.14
O=C(Cn1nnc(-c2ccc(CN3CCOCC3)cc2)n1)N(c1ccccc1)c1ccccc1,-0.3%,i,17,12%,/,/,-1.0,1003,2.3,2.0,7.1,1.5%,6%,0.067,-0.26,0.23,0.38
CCOc1ccc(NC(=O)N(CCC(C)C)C(C)c2ccco2)cc1 (stereo unspecified),0.8%[50 µM],i,11,9%,0.46,1382,1.5,1319,3.2,2.8,3.1,-0.6%,4%,-0.27,-0.41,-0.26,0.031
COc1ccc(C(CC(=O)N2CCOCC2)c2c(O)cc(OC)cc2OC)cc1 (stereo unspecified),-0.7%,/,/,2%,/,/,-0.9,1188,/,/,/,/,-5%,-0.13,-0.69,-0.015,-0.55
Nc1n[nH]c(N)c1N=Nc1ccc(F)cc1,-0.8%,i,-12,8.1µM*,-0.22,1165,-3.0,1011,6.2,1.0,15,-1.3%,9%,0.92,-0.15,0.082,0.034
CCOC(=O)C1(Cc2ccccc2C)CCCN(C(=O)CCc2cccnc2)C1 (stereo unspecified),-0.2%,i,0,3%,-0.67,1604,0.1,1075,1.3,2.1,1.9,2.8%,-1%,-1,-0.19,-0.77,0.092
O=C(Nc1nnc(-c2ccccc2)o1)Nc1ccccc1Cl,0.5%,i,0,8%,3.8*,1818*,-0.1,1005,3.1,1.3,2.4,-1.1%,2%,1.3,-0.087,1,-1.2
Cn1c(CNc2ccccn2)c(C#N)c2ccccc21,-0.3%,i,-7,0%,-0.2,1330,-0.4,1079,3.0,2.3,6.1,/,3%,-0.84,-0.09,-0.68,-0.061
O=C(CN1C(=O)c2ccccc2S1(=O)=O)NCc1ccc2c(c1)OCO2,5.1%,i,-1,11%,1.1,1107,-0.6,982,2.8,1.8,5.7,-0.6%,1%,-0.65,-0.24,-0.79,0.0063
Cc1cc(C)c(NC(=O)CCn2nnc3ccccc32)c(C)c1,/,i,8,-2%,-0.54,1447,-1.5,1594,1.6,1.8,3.7,-0.8%,1%,0.81,-0.33,0.41,-0.14
CCOCCCn1c(=N)c(C(=O)NCc2ccc3c(c2)OCO3)cc2c(=O)n3ccccc3nc21,/,i,10,7%,-0.85,728,-2.1,799,3.3,1.2,6.6,1.0%,9%,0.38,-0.29,0.03,0.065
CC(Sc1nnc(Cc2ccc([N+](=O)[O-])cc2)o1)C(N)=O (stereo unspecified),0.3%,i,-2,15%,-0.28,1654,-0.4,1326,0.5,1.7,10,-4.7%,-3%,-0.51,-0.2,-0.4,0.29
COc1cc(N(C)C)c(NC(C)=O)cc1C(=O)O,1.2%,i,-1,-13%,1.4,1185,0.4,1053,1.6,1.6,3.7,/,-2%,0.0081,-0.27,0.026,1.3
O=c1c(N2CCOCC2)nsn1Cc1ccccc1,5.2%,i,0,-5%,1.7,1181,-1.7,1210,2.0,1.3,7.0,-1.8%,4%,-0.6,-0.13,-0.41,0.81
Cc1ccc(-n2nnnc2SCC(=O)NCCC2=CCCCC2)c(C)c1,1.8%,i,0,6%,-0.89,1128,-1.2,1141,1.3,1.6,11,-0.7%,4%,-0.6,-0.19,-0.39,0.22
Cc1ccc(-c2nc(SCC(=O)NCC3CCCO3)c(-c3ccccc3)[nH]2)cc1 (stereo unspecified),5.5%,i,-7,10%,-0.02,1180,1.1,502,7.1,6.4,8.7,-2.9%,-2%,-1.5,3.4,0.56,0.16
C=CCC(C(=O)OC)(C(=O)OC)c1ccc([N+](=O)[O-])cn1,0.1%,i,0,0%,-0.14,1589,-0.8,1321,1.1,1.6,10,1.3%,5%,-0.093,-0.21,-0.22,0.55
COc1ccccc1NC(=O)CN1C(=O)NC(C)(C)C1=O,3.2%,i,-4,-2%,/,/,/,/,1.6,1.6,7.2,-2.8%,4%,-0.021,-0.23,0.24,-0.17
Cc1cc(NC(=O)C2CC2)n(-c2nc3ccccc3s2)n1,2.3%,i,-2,-3%,-0.42,1371,-0.4,997,3.7,2.2,8.7,-0.7%,17%,1.7,-0.18,0.52,-0.54
Cc1nc(NC(=O)c2ccccc2)sc1-c1csc(Nc2ccc(C(=O)O)cc2)n1,-0.1%,/,/,16%,-0.16,1095,0.1,1327,/,/,/,/,7%,0.016,0.23,0.52,-0.54
O=C(NCC1COc2ccccc2O1)Nc1ccccc1F (stereo unspecified),2.8%,i,4,47%,-0.45,1467,-7.6,951,5.4,2.0,5.4,-2.0%,-4%,0.73,-0.2,1.3,-0.39
COC(=O)c1scc(C)c1N/N=C(\C)c1cc(F)c(Cl)cc1F,0.8%,i,-6,-2%,0.11,910,/,/,1.4,1.2,1.7,-0.8%,0%,-0.86,0.28,-0.17,0.49
O=c1cc(O)nc(SC23CC4CC(CC(C4)C2)C3)[nH]1,4.1%,i,8,11%,0.37,1215,-3.4,1016,4.1,2.7,9.4,-1.6%,11%,-1.8,-0.12,-0.63,0.2
O=S(=O)(c1cccc(-c2nc3n(n2)Cc2ccccc2-3)c1)N1CCCC1,1.8%,i,13,18%,0.07,975,0.2,1087,6.1,2.6,7.0,-1.3%,-2%,1.2,0.38,1,0.046
COc1ccc(CCNC(=O)C2CCN(S(=O)(=O)c3cccc4nonc34)CC2)cc1OC,1.2%,i,2,-7%,0.31,1249,-0.3,1162,5.4,2.1,0.8,0.3%,2%,1.5,-0.17,0.83,-0.8
C=CCn1c(=NC(=O)CC)n(C)c2ccccc21,1.4%,i,5,6%,0.15,1414,-2.4,558,2.1,2.4,2.1,4.7%,1%,-0.54,-0.3,-0.64,1.1
CC1Cc2cc(C(=O)O)ccc2O1 (stereo unspecified),0.9%,i,17,6%,0.64,1312,-5.0,893,4.9,2.7,9.4,0.4%,2%,0.58,-0.3,-0.085,0.39
CC(C)(C)NCC(O)CON=C1c2ccccc2-c2ccccc21 (stereo unspecified),2.5%,i,-10,-2%,-1.9,1341,-3.2,997,4.9,2.3,5.2,-1.9%,-7%,2.6,-0.017,1.4,-0.75
O=C(CN(c1ccc(Cl)c(C(F)(F)F)c1)S(=O)(=O)c1ccccc1)N/N=C/c1cccc2c1OCCO2,0.3%[50 µM],i,-29,3%,0.08,1303,4.0,1337,2.9,0.9,1.8,-2.0%,-2%,-0.12,-0.22,0.44,0.19
Cc1ccc(C(=O)N2CC(C)SC2=Nc2cccc(S(=O)(=O)N(C)C)c2)cc1 (stereo unspecified),5.0%[50 µM],i,8,8%,-0.83,1452,-0.7,1115,6.2,2.5,8.0,-2.6%,3%,-0.6,-0.26,-0.31,0.36
CCOc1cccc2cc(C(=O)N3CCc4ccccc4C3)c(=O)oc12,-1.3%,i,-7,-7%,0.27,1316,-1.3,1092,2.4,1.9,5.4,-2.4%,7%,-0.15,-0.26,-0.099,0.98
Cn1cc(/C=C2\SC(=O)N(c3ccc(O)cc3)C2=O)c2ccccc21,1.3%[50 µM],/,/,4%,-1.3,1069,0.8,1372,/,/,/,/,8%,0.058,-0.059,-0.044,-0.23
COc1ccc2c(CC(=O)NCc3cccs3)coc2c1,0.4%,i,16,5%,0.02,1419,0.5,1477,1.8,1.3,5.1,1.0%,8%,0.68,-0.22,0.73,-0.52
O=C(O)CCN1CCOCC1,3.3%,i,-5,5%,0.26,1545,-2.5,1321,1.5,2.2,11,-0.9%,-5%,0.49,0.32,0.43,-0.3
CS(=O)(=O)N1CCC(C(=O)Nc2cc(C(F)(F)F)ccc2Cl)CC1,-0.3%,i,-3,-4%,0.97,1362,-2.9,1211,3.4,1.2,1.2,-5.4%,2%,0.033,0.31,0.44,-0.37
